Bioassay records deposited in PubChem BioAssay by Broad Institute.
LGR2 antag: inhibitors of bursicon-induced LGR2 CRE-luciferase signal, primary screen, cell-based, HEK293, CRE-luciferase reporter, bursicon stimulation | inhibition, % at 9.99 µM | bursicon-stimulated, 4 h | Drosophila bursicon receptor LGR2 (rickets) | AID 720647, 2013 | hit rate 0.35% among 380,000;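 active = drop in luminescence signal, shown as inhibition above about 50% in the replicate tests, limit read from the data, passing the limit was not always enough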;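 also: agonist challenge used bursicon conditioned medium at about half maximal strength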
FN deposition inh: inhibitors of fibronectin matrix deposition, primary screen, AH1F cells, Alexa488-fibronectin fluorescence, plate reader; AH1F fibroblasts, overnight; inhibition, % at 12.6 µM; hit rate 0.086% among 350,000;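 active = mean inhibition across replicates of 30% or more, regardless of how many single replicates reach that level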;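 also: positive control wells lacked labelled fibronectin entirely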
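Material – AH1F fibroblast monolayer, labelled fibronectin deposition · Reagent – labelled fibronectin 24 nM · Timing – 1 h adhesion, overnight exposure · Measured by – fluorescence at 485 nm excitation, 525 nm emission · Read-out – inhibition of fibronectin deposition signal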
PGC1a acetyl inh: inhibitors of PGC1a acetylation signal, primary screen, cell-based, U2OS, AlphaScreen, inhibitor mode; AlphaScreen anti-acetyl-lysine; with virally co-expressed GCN5 acetyltransferase; inhibition, % at 15.6 µM; hit rate 0.17% among 350,000; AID 651687, 2012;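 active = every replicate shows inhibition of at least 40%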;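 also: 0% = neutral control wells and 100% = positive control wells; some results beyond the cut were filed as inactive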
EWS-Fli block: EWS/Fli-driven NR0B1 reporter inhibitors, primary screen, A673 cells, NR0B1 luciferase, luminescence, MLPCN library; viability-normalised; inhibition, % at 12.6 µM; hit rate 0.67% among 350,000; AID 651661, 2012;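 active = mean inhibition of at least 50% after viability correction, with every replicate also passing that limit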;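 also: firefly luciferase signal divided by Alamar Blue viability fluorescence both relative to DMSO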
CASP6 VEID inh: human caspase-6 inhibitors, primary screen, biochemical, VEID-R110 fluorescence, single point, set 2; purified caspase-6, Z-VEID-R110 cleavage fluorescence; inhibition, % at 12.5 µM; P55212; hit rate 0.53% among 350,000;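 active = mean inhibition across replicates at least about 35%, with every replicate also reaching that limit, limit read from the data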;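 also: 0% = median of neutral control wells and 100% = no fluorescence left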
Target sequence (P55212 24-179 limits assumed): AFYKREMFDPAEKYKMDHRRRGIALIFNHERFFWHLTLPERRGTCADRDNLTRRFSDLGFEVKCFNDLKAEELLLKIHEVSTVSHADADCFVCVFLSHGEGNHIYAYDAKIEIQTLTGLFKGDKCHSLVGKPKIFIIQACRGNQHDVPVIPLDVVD
Target sequence (P55212 194-293 limits assumed): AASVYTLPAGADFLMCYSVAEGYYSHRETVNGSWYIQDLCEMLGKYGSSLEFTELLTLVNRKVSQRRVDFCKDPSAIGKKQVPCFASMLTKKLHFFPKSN
miR122 inh: miR-122 Renilla sensor signal increase in Huh7, primary screen, miR-122 inhibitor project, cell-based, single point, plate reader | hit rate 0.3% among 340,000 | AID 602342, 2012 | Huh7 miR-122 Renilla luciferase sensor, 48 h; neutral wells = 0, positive control = 100 | activation (reporter increase), % at 12.5 µM;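 active = mean replicate activation score at least 90 and every replicate individually at or above 90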;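 also: higher luciferase means less miR-122 activity so hits act as miR-122 inhibitors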
Cneo AK release: Cryptococcus neoformans cell lysis inducers, primary screen, AK release luminescence, single concentration | C. neoformans lysis, adenylate kinase release luminescence, 4 h; normalised: neutral wells 0, clomiphene wells 100 | lysis activity, % at 15 µM | hit rate 0.2% among 360,000 | AID 651654, 2012;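 active = mean lysis activity across replicates of at least 80%, whatever share of replicates individually reach that level; inactive = mean lysis activity below 80%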
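Test system: log-phase Cryptococcus neoformans yeast cells. Input: 5 × 10^6 yeast cells/mL. Medium: fresh YPD growth medium. Doses: single dose. Incubation: static 4 h at 37 °C with compound, 1 h detection. Measured by: luminescent adenylate kinase detection reagent. Read-out: signal increase indicating cell lysis. Benchmarks: Clomiphene.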
PAX8 inh HTS: inhibitors of PAX8-driven TPO luciferase reporter, primary screen, RMG-I cells, single concentration. SteadyGlo, 24 h. inhibition, % at 12.6 µM. hit rate 1.2% among 360,000;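 active = mean replicate inhibition at least 60% with every replicate also reaching 60%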;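 also: luciferase light reporting Pax8 driven TPO promoter activity; plate controls were median of neutral control wells for no effect and mitoxantrone controls for full effect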
* = called active by the depositor; . = not tested or not shown; & = joins results of further samples; [ ] = remark or other dose. Random draw from the library. About 2.5% of those tested had a hit in this group.

SMILES | LGR2 antag | FN deposition inh | PGC1a acetyl inh | EWS-Fli block | CASP6 VEID inh | miR122 inh | Cneo AK release | PAX8 inh HTS
COc1ccc(C(=O)OCC(=O)NCCc2ccc(F)cc2)cc1S(=O)(=O)N1CCOCC1 | 3 | 0 | . | 5 | -1 | . | 1 | 19
CCOC(=O)c1[nH]c2ccccc2c1NC(=O)COC | . | -2 | 1 | -16 | -7 | -3 | 2 | 14
Cc1ccc(Sc2ncccc2C(=O)O)c(C)c1 | -3 | 5 | -4 | . | . | -1 | 5 | -6
COc1ccc(-n2c(SCC(=O)Nc3ccc(NC(C)=O)cc3)nc3ccccc3c2=O)cc1 | 3 | 5 | . | -6 | 0 | . | 0 | 4
O=C(C[C@@H]1CC[C@H](NC(=O)Cc2cccnc2)[C@H](CO)O1)NCc1ccc2c(c1)OCO2 | -3 | -5 | 2 | -4 | 1 | 2[16.7 µM] | 0 | 1
Cc1nnc(SCCC(C)C)[nH]c1=O | . | 2 | -2 | . | . | -3 | -3 | -7
Cc1ccccc1-c1ccc(C2[C@H]3CNC[C@@H]2N3S(=O)(=O)c2cccc(F)c2)cc1 (some centres not stated) | -13&-9 | -8&5 | 5&5 | -11&4 | -2&1 | . | . | -4&-1
Clc1ccc2nc(-c3ccco3)c(Cc3ccccc3)n2c1 | -10 | 2 | 19 | 5 | 30 | 2 | 2 | 4
COc1ccc(S(=O)(=O)Nc2ccncc2)c(C)c1C | 1 | . | 1 | -14 | -1 | 15 | -1 | -16
CCN1CCN(c2ccc(S(=O)(=O)N3CCCCC3)cc2NC(=O)/C=C/c2cccc(OC)c2OC)CC1 | -7 | 4 | . | 15 | -7 | . | 0 | 13
CCn1c(COc2ccccc2OC)nnc1SCC#N | . | 13 | 3 | . | . | -1 | 8 | 23
COc1ccc2c3c([nH]c2c1)[C@H](CO)N(C(C)=O)CC31CCN(C(C)=O)CC1 | 2 | 2 | 5 | 1 | 2 | . | . | .
COc1ccc(CCNC(=O)c2ccccc2OCc2c(C)noc2C)cc1 | 8 | 0 | -3 | 3 | -2 | 4 | -1 | 13
CN(C[C@@H](Cc1cccc2ccccc12)N(C[C@H](Cc1ccccc1)N(CCc1ccccc1)N=O)N=O)N=O | . | 9 | . | 10 | 3 | . | 3 | 24
CC1(C)CC(CCNC(=O)c2ccco2)CC(C)(C)N1 | . | -4 | 10 | . | . | -5 | -2 | 0
C[C@@H]1CN([C@H](C)CO)C(=O)c2cc(-c3ccc(C#N)cc3)cnc2O[C@H]1CN(C)C(=O)Nc1ccc(F)cc1 | 9 | -1 | 2 | -8 | 0 | -4[16.7 µM] | 1 | .
COc1ccc(CCNC(=O)c2cc(S(=O)(=O)N3CCOCC3)ccc2N2CCCC2)cc1OC | 3 | -3 | . | -2 | -1 | . | 0 | -14
Cn1cccc1C(=O)NC(=O)COC(=O)CCNS(=O)(=O)c1ccc(Cl)cc1 | 16 | 4 | . | 1 | 2 | . | 2 | -2
CSc1cccc(NC(N)=S)c1 | . | 7 | -4 | 13 | -1 | 3 | 3 | -2
Cn1c(SCC(=O)c2ccccc2F)nnc1C1CC1 | . | -3 | -19 | . | . | -2 | -5 | -32
Cc1nc([N+](=O)[O-])cn1CCCCN1C(=O)c2ccccc2C1=O | -18 | -5 | -10 | 11 | 0 | -2 | 2 | -20
COc1ccc(CN(C)C[C@@H]2Oc3ccc(NC(=O)Cc4cn(C)c5ccccc45)cc3C(=O)N([C@H](C)CO)C[C@@H]2C)cc1 | 17 | . | -2 | 2 | 1 | -11[16.7 µM] | -9 | 10
CO[C@H]1CN(C)C(=O)c2cc(NC(=O)NC3CCCCC3)ccc2OC[C@H](C)N(C(C)=O)C[C@@H]1C | -1 | 4 | 0 | -3 | 3 | -2[16.7 µM] | -7 | .
O=C(Nc1ccc2nc(-c3cccs3)c(-c3cccs3)nc2c1)NC1CC1 | 5 | -1 | -8 | . | . | . | -1 | .
O=[N+]([O-])c1ccc2nc(NN=Cc3ccc(O)cc3)sc2c1 | 105* | . | -17 | -2 | 2 | 0 | 0 | 2
CS(=O)(=O)N(CC(=O)NCCC1=CCCCC1)c1ccc2c(c1)OCO2 | 6 | -8 | -17 | . | . | -3 | -1 | .
Cc1ccc(NC(=O)CCNS(=O)(=O)c2cccc3nonc23)cc1 | . | -1 | 5 | . | . | 5 | 0 | 15
CC1(C(=O)NNC(=S)NCc2ccco2)CC1(Cl)Cl (configuration not stated) | 7 | 8 | . | 1 | 3 | 2 | . | -3
O=S(=O)(NCC(c1cccs1)N1CCc2ccccc2C1)c1ccccc1 (configuration not stated) | -15 | 2 | . | 0 | 6 | . | . | 6
O=C(C1CCC1)N1CC2(C1)[C@@H](c1ccccc1)[C@@H](CO)N2C(=O)c1ccccn1 | 6 | . | 1 | 4 | -2 | . | . | -8
CCOC(=O)N1CCN(C(=O)C[C@@H]2C[C@@]3(C(=O)OC)CCCCC=C3N(Cc3cccc4ccccc34)C2=O)CC1 | 12 | 0 | . | 3 | 1 | . | . | -8
COC1C(OC(=O)/C=C/C=C/C=C/C=C/C(=O)O)CCC2(CO2)C1C1(C)OC1CC=C(C)C (configuration not stated) (tested in a mixture with another compound) | 3 | -11 | -3 | -3 | 3 | -3 | . | -2
COc1cc(SC)ccc1C(=O)Nc1cccc(C)n1 | -83 | 1 | -4 | -46 | -2 | -2 | -3 | -213
CCOC(=O)C1(CCOC)CCN(C/C=C/c2ccccc2OC)CC1 | . | -2 | . | 12 | 1 | -6 | -1 | -1
CC(=O)NC12CC3CC(C1)CC(C(=O)NCC(=O)Nc1c(C)cc(C)cc1C)(C3)C2 | 23 | 2 | 4 | -3 | 1 | -4 | -1 | -4
Cc1ccc(CN2CCN(C3CSCCSC3)CC2CCO)cc1 (configuration not stated) | -1 | . | -5 | 5 | 2 | -3 | 5 | -14
CC(=O)c1sc(NC(=O)C2=NN(c3ccccc3)C(=O)CC2)nc1C | 0 | 7 | -17 | -3 | 0 | . | . | 0
COc1ccc(CS(=O)(=O)CC(C)(O)c2ccccc2)cc1 (configuration not stated) | 3 | 3 | -4 | 6 | 1 | 5 | 2 | 5
CCOc1ccc(S(=O)(=O)N(CC)CC(=O)NCc2ccco2)cc1C | -3 | 0 | -11 | 10 | 5 | 1 | 2 | 4
CNC(=O)C[C@H]1CC[C@H]2[C@@H](COC[C@@H](O)CN2C(=O)c2ccc3c(c2)OCO3)O1 | 3 | 8 | 0 | . | 0 | 6[16.7 µM] | 0 | .
COc1cc(/C=N/NC(=O)c2cc(C)oc2C)cc(OC)c1OC | 23 | 0 | 1 | 9 | 0 | . | . | -2
O=C(COc1ccccc1Br)N1CCN(C(=O)c2ccco2)CC1 | 4 | . | 3 | 1 | 0 | -2 | -1 | 8
O=C1CC2(CCN(C(=O)c3ccccc3F)CC2)Oc2ccccc21 | -4 | -1 | -13 | -1 | -3 | . | 0 | -1
CCOc1ccc(/C(O)=C2/C(=O)C(=O)N(c3cc(C)on3)C2c2ccc(C(=O)OC)cc2)cc1 (configuration not stated) | -20 | . | 10 | . | . | 10 | 4 | .
Cc1ccccc1Nc1c(-c2ccccn2)nc2c(C)cccn12 | -3 | 0 | -11 | 19 | -1 | 4 | 7 | 0
CN(c1ccc(OCC(=O)N2CCC(C(N)=O)CC2)cc1)S(=O)(=O)c1cccs1 | . | -2 | -16 | . | . | -1 | -1 | .
Nn1c(SCc2cc([N+](=O)[O-])cc3c2OCOC3)nnc1-c1ccccn1 | -20 | 6 | -4 | -14 | -1 | . | . | -6
COc1cccc(C(=O)NCCNc2nc3cc(C)cc(C)c3cc2C#N)c1 | -8 | -4 | . | -8 | -3 | . | . | 13
CCC(=O)N(C)C[C@H]1Oc2ncc(-c3ccccc3C)cc2C(=O)N([C@@H](C)CO)C[C@H]1C | -5 | 7 | 15 | -13 | 1 | 34[16.7 µM] | 3 | .
Cc1ccc2c(c1)cc(CN(Cc1ccco1)C(=O)N1CCOCC1)c1nnnn12 | 7 | -4 | -1 | 11 | 0 | 6 | -1 | 4
CCOC(=O)C1(Cc2cccc(OC)c2)CCCN(C(=O)CCc2cccnc2)C1 (configuration not stated) | -36 | 3 | . | -67 | -4 | . | . | -87
C[C@@H]1CN([C@@H](C)CO)C(=O)Cc2cc(NC(=O)Nc3ccc(C(F)(F)F)cc3)ccc2O[C@H]1CN(C)C | 21 | . | 4 | -3 | 2 | -3[16.7 µM] | 0 | 0
COc1ccc2c3c(n(C)c2c1)[C@@H](CO)N(Cc1ccncc1)CC31CN(C(=O)C2CC2)C1 | -17 | . | . | -3 | 1 | . | . | -4
Cc1ccc(NC(=O)CCCc2ccccc2)c([N+](=O)[O-])c1 | -45 | -1 | -5 | 0 | 3 | 14 | -1 | 6
O=C(Nc1ccccc1)Nc1ccc2c(c1)[C@H]1C[C@H](CC(=O)N3CCOCC3)O[C@@H](CO)[C@H]1O2 | -8 | 1 | 0 | -9 | . | 1[16.7 µM] | 3 | -2
O=C(O)c1ccc(CSc2nc3ccccc3c(=O)n2-c2ccccc2)cc1 | 3 | 13 | -2 | -5 | 2 | 4 | 6 | 1
CCCN1Cc2cccc(C(=O)NC(CC(=O)OCC)c3ccc(OCC)c(OC)c3)c2C1=O (configuration not stated) | -3 | . | 10 | 10 | 0 | 2 | . | 14
COCC#Cc1cnc2c(c1)C(=O)N([C@H](C)CO)C[C@H](C)[C@@H](CN(C)C(=O)c1ccc(F)cc1)O2 | 27 | -5 | -8 | -15 | 1 | -5[16.7 µM] | -2 | .
Cc1cnc(C(=O)Oc2c(C)ccc(C)c2C)cn1 | -13 | -16 | . | -1 | 4 | . | . | 5
COc1ccc(NC(=O)Nc2cccc3c2O[C@H](CN(C)Cc2ccncc2)[C@H](C)CN([C@H](C)CO)C3=O)cc1 | -9 | . | -3 | 3 | 5 | 1[16.7 µM] | 44 | 5

Arranged by value in CASP6 VEID inh (smallest number first): three of the compounds above.
SMILES | CASP6 VEID inh
CCC(=O)N(C)C[C@H]1Oc2ncc(-c3ccccc3C)cc2C(=O)N([C@@H](C)CO)C[C@H]1C | 1
C[C@@H]1CN([C@@H](C)CO)C(=O)Cc2cc(NC(=O)Nc3ccc(C(F)(F)F)cc3)ccc2O[C@H]1CN(C)C | 2
Cc1cnc(C(=O)Oc2c(C)ccc(C)c2C)cn1 | 4

(listing goes on)
SMILES | LGR2 antag | FN deposition inh | PGC1a acetyl inh | EWS-Fli block | CASP6 VEID inh | miR122 inh | Cneo AK release | PAX8 inh HTS
Cc1cccc(C)c1NC(=O)COC(=O)CSc1nnc(N)s1 | 12 | . | . | 1 | . | -2 | 3 | 25
Cc1cc(-c2ccccc2)nc(N2CCN(c3ccccn3)CC2)n1 | 7 | . | -11 | 16 | 1 | 13 | 0 | .
CN(C)C(=O)c1ccc(-c2ccc([C@@H]3[C@H]4CN(C(=O)C5CCCC5)CCCCN4[C@H]3CO)cc2)cc1 | . | . | 0 | 10 | 0 | -28[16.7 µM] | -2 | 7
Cc1cc(C(=O)NCC(=O)OCC(=O)NCCc2ccccc2)ccc1[N+](=O)[O-] | -8 | . | 4 | 10 | 7 | . | . | 0
